Bioassay records deposited in PubChem by several laboratories.
KLF5 inh: kruppel-like factor 5 inhibition; AID 1700; DLD-1 KLF5 promoter-luciferase reporter, luminescence; 0.23% of 290,000 active; inhibition, % at 5 µM;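 active = inhibition above a per-plate limit of that plate's mean compound inhibition plus 3 SD, cut at about 60% in these data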;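 note: 0% = DMSO wells and 100% = LY294002 at 200 µM; higher means less KLF5 promoter-driven luciferase light; inactives centre near -14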
Dyrk1A ADPGlo: Dyrk1A (rat) kinase inhibition; 0.43% of 310,000 active; inhibition, % at 12.5 µM; ADP-Glo luminescence, NFATc1 peptide; in the data active = inhibition above about 50%;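 note: plate controls were vehicle with enzyme for no effect and no enzyme for full effect; many of its hits are not listed in these tables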
HSF-1 act: increases HSF-1 driven luciferase reporter signal; NIH3T3-HGL HSF-1 luciferase reporter, MG132, 8 h; 100% = twice DMSO control signal; AID 504408; 1.7% of 300,000 active; activation, % at 9 µM;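 active = mean replicate activation of at least 50% with a set share of replicates each reaching 50%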;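 note: 0% = median of the neutral control wells and 100% = twice that signal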
IEC-6 tox: counter-screen for KLF5 inhibitors: cytotoxicity in IEC-6 cells; IEC-6 cytotoxicity, luminescence viability; inhibition, % at 5 µM; 0.78% of 290,000 active; in the data active = inhibition above about 22%;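 note: 0% = plate median of test compound wells and 100% = cytotoxic reference compound wells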
HSP90 refold inh: blocks HSP90-mediated luciferase refolding in reticulocyte lysate. inhibition, % at 5.6 µM. Rabbit reticulocyte lysate, luciferase refolding luminescence, 3 h. 0.91% of 290,000 active;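 active = inhibition above the screen-wide mean plus 3 SD, computed separately per campaign, cut at about 16% in these data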;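 note: 0% = DMSO wells and 100% = 60 µM geldanamycin wells; inhibitors lower the luminescence because luciferase stays unfolded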
GSK3A inh: blocks human GSK-3 alpha kinase; P49840; ADP-Glo luminescence, 60 min; inhibition, % at 10 µM; 0.1% of 320,000 active;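 in the data active = inhibition above about 50%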;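 note: GST-tagged GSK-3 alpha with peptide substrate and 25 µM ATP; 0% = DMSO neutral wells and 100% = GW8510 positive control wells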
Target sequence (P49840 whole entry, looked up): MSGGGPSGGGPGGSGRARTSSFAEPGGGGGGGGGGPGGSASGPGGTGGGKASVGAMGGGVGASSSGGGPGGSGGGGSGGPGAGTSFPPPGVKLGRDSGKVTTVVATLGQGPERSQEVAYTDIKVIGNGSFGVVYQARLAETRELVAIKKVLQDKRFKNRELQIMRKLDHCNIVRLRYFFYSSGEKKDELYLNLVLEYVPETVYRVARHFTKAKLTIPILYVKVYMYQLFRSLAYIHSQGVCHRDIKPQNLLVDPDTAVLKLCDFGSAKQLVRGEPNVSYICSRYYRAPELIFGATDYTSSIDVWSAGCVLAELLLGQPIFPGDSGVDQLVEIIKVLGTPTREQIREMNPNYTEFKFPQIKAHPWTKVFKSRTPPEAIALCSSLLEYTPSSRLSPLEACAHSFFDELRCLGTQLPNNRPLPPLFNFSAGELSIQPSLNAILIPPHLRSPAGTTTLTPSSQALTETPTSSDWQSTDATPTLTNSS
GSK3beta inhib: human GSK3beta kinase inhibition. activity score (negative = inhibition), % at 10 µM. GST-GSK3beta kinase, ADP-Glo luminescence, 60 min; hits give low values. 0.038% of 300,000 active;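 active = more than half of replicate wells score below -50%, meaning over 50% inhibition versus plate controls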;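 note: 0% = median DMSO wells and -100% = median GW8510 positive control wells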
Target sequence (P49841 whole entry, looked up): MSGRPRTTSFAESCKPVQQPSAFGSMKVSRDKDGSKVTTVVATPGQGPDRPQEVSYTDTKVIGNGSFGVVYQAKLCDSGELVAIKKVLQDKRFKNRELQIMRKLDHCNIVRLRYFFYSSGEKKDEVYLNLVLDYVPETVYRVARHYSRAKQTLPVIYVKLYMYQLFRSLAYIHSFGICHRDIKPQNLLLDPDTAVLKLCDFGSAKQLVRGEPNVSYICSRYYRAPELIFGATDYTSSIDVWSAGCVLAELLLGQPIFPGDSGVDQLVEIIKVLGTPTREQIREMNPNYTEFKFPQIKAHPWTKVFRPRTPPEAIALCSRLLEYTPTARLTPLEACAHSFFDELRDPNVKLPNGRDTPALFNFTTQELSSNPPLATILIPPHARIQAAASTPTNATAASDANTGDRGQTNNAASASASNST
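Assay system: GST-tagged human GSK3beta kinase, cell-free; Input: 1.6 ng GSK3beta; Medium: Tris/MgCl2 kinase buffer; Timing: 60 min enzyme reaction, room temperature; Signal: ADP-Glo luminescence quantifying ADP generated by kinase; Evaluation: score relative to plate controls; Benchmarks: DMSO neutral wells and GW8510 at 20 µM as positive.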
aSyn 5UTR inh: MLPCN primary screen, SNCA 5' untranslated region | alpha-synuclein 5'UTR reporter, inhibitor activity | inhibition, % (tested at 7.5 µM) | 0.82% of 300,000 active; in the data active = inhibition above about 60%;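 note: H4 neuroglioblastoma cells stably carrying SNCA 5'UTR luciferase fusion; 0% = DMSO wells and 100% = positive control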
Platelet DG rel: modulates dense granule release in human platelets; human platelet-rich plasma, SFLLRN dense granule ATP release, luminescence; inhibition, %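 (compounds screened at 7.5 µM in platelet-rich plasma)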; 0.22% of 300,000 active; AID 1663;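 active = mean replicate score, as percent of positive control, at or above 50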
HSF1 inh: HSF1 inhibition; NIH3T3-HGL HSE-luciferase, MG132-induced, luminescence 8 h; hits give low values; activity change, negative = inhibition, % at 7.5 µM (by protocol); 0.77% of 300,000 active; AID 2098;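 active = more than half of replicate wells show activity change below -50%, luminescence cut by over half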;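 note: luciferase reports HSF-1 transcriptional activity via heat shock element; 0% = median of DMSO wells and -100% = zero luminescence signal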
Active calls of the source: *; . = not tested or not shown. Some of the compounds tested; count on the stated rates, not on these rows.

The line under a structure holds: KLF5 inh, Dyrk1A ADPGlo, HSF-1 act, IEC-6 tox, HSP90 refold inh, GSK3A inh, GSK3beta inhib, aSyn 5UTR inh, Platelet DG rel, HSF1 inh
1	C=CCn1c(SCC(=O)NCCOC)nnc1-c1cc2c(s1)CCC(CC)C2 (stereo not drawn)
    -19, 2, 0, -2, 52*, -1, 2, 3, -3, 4
2	Cc1cc(C(=O)N2CCCC(N3CCN(c4cccc(Cl)c4)CC3)C2)nc(C)n1 (stereo not drawn)
    -20, 0, -8, -3, -1, 0, 0, 25, 1, 0
3	Cc1c(NC(=O)c2ccccc2)cccc1[N+](=O)[O-]
    -4, 0, 5, -3, -1, -1, -8, -1, 4, 10
4	O=C(CCC1CCN(C(=O)c2ccco2)CC1)NCc1ccc(F)cc1
    11, ., 1, -1, -2, 1, -2, -3, 4, -3
5	Cc1ccc(C)c(S(=O)(=O)N2CCCC2CNC(=O)c2ccc([N+](=O)[O-])cc2)c1 (stereo not drawn)
    ., 3, 11, ., ., -1, 1, 6, 1, -2
6	O=C(COC(=O)CCc1c[nH]c2ccccc12)NC(c1ccccc1)c1ccccc1
    -25, 0, -6, -5, -5, -2, 4, -20, 3, -9
7	COc1cc2ccccc2cc1C(=O)N(CCN(C)C)c1nc2c(OC)ccc(OC)c2s1
    -41, 9, 1, 8, -1, 6, -1, 38, -17, 4
8	O=C(Nc1ccncc1)c1cccc(S(=O)(=O)N2CCOCC2)c1
    ., 23, -29, ., ., 3, 1, 1, 11, -10
9	Cc1cccc(CN2CCN(CC(=O)N3CCCC3)C2=O)c1
    -14, -5, -7, 4, 4, -2, 1, 8, 0, 2
10	CS(=O)(=O)c1ccc2nc(NC(=O)c3ccccc3Cl)sc2c1
    -77, 10, 11, -1, -5, 1, -22, -109, 22, 12
11	COc1ccc(/C=N/NC(=O)CSCC(=O)Nc2ccccc2)cc1
    -17, 2, 2, -2, -3, 1, 0, 14, 1, -8
12	CC(C)CN1C(Nc2ccccc2)=NC[C@@H]1C
    -47, 0, -10, -2, -7, 3, 1, -2, -4, -6
13	O=C(O)CCS(=O)(=O)Cc1ccccc1Cl
    11, -2, -5, -4, 2, -1, 0, 18, -1, -7
14	Cc1ccc(NC(=O)Cc2sc(C)nc2-c2ccc(C)cc2)cc1
    6, 0, 9, 2, 0, -2, 4, -6, -7, 9
15	O=S(=O)(c1ccc(C2CCCCC2)cc1)N1CCN(c2ncccn2)CC1
    -16, 5, 3, 0, 2, 1, 1, -31, 5, 6
16	CCOC(=O)N1CCN(C(=O)COC(=O)c2ccc(O)cc2O)CC1
    -26, 3, 13, 6, 3, -2, -3, 2, 2, 12
17	CCCCCCc1cc2cc(C(=O)Nc3ccccc3)c(=O)oc2cc1O
    -43, 8, -15, 3, -2, -1, 1, 92*, 0, -2
18	CN1CCc2c(sc3c2C(=O)NC(/C=C/c2ccco2)N3)C1 (stereo not drawn)
    -6, 28, 7, 0, 2, 8, 1, -33, 1, -3
19	O=C1CC(c2ccc(S(=O)(=O)NCc3ccncc3)cc2)CN1 (stereo not drawn)
    -17, 1, -7, -3, 2, 1, -3, -10, 1, -1
20	CN1CCN(CCNC(=O)Nc2ccc(Cl)cc2)CC1
    -39, 4, 0, 2, -6, -2, 1, -3, 4, -3

A draw from above in order of formula weight, largest number first:
The line under a structure holds: KLF5 inh, Dyrk1A ADPGlo, HSF-1 act, IEC-6 tox, HSP90 refold inh, GSK3A inh, GSK3beta inhib, aSyn 5UTR inh, Platelet DG rel, HSF1 inh
7	COc1cc2ccccc2cc1C(=O)N(CCN(C)C)c1nc2c(OC)ccc(OC)c2s1
    -41, 9, 1, 8, -1, 6, -1, 38, -17, 4
6	O=C(COC(=O)CCc1c[nH]c2ccccc12)NC(c1ccccc1)c1ccccc1
    -25, 0, -6, -5, -5, -2, 4, -20, 3, -9
15	O=S(=O)(c1ccc(C2CCCCC2)cc1)N1CCN(c2ncccn2)CC1
    -16, 5, 3, 0, 2, 1, 1, -31, 5, 6
10	CS(=O)(=O)c1ccc2nc(NC(=O)c3ccccc3Cl)sc2c1
    -77, 10, 11, -1, -5, 1, -22, -109, 22, 12
11	COc1ccc(/C=N/NC(=O)CSCC(=O)Nc2ccccc2)cc1
    -17, 2, 2, -2, -3, 1, 0, 14, 1, -8
16	CCOC(=O)N1CCN(C(=O)COC(=O)c2ccc(O)cc2O)CC1
    -26, 3, 13, 6, 3, -2, -3, 2, 2, 12
8	O=C(Nc1ccncc1)c1cccc(S(=O)(=O)N2CCOCC2)c1
    ., 23, -29, ., ., 3, 1, 1, 11, -10
18	CN1CCc2c(sc3c2C(=O)NC(/C=C/c2ccco2)N3)C1 (stereo not drawn)
    -6, 28, 7, 0, 2, 8, 1, -33, 1, -3
9	Cc1cccc(CN2CCN(CC(=O)N3CCCC3)C2=O)c1
    -14, -5, -7, 4, 4, -2, 1, 8, 0, 2
20	CN1CCN(CCNC(=O)Nc2ccc(Cl)cc2)CC1
    -39, 4, 0, 2, -6, -2, 1, -3, 4, -3
13	O=C(O)CCS(=O)(=O)Cc1ccccc1Cl
    11, -2, -5, -4, 2, -1, 0, 18, -1, -7
12	CC(C)CN1C(Nc2ccccc2)=NC[C@@H]1C
    -47, 0, -10, -2, -7, 3, 1, -2, -4, -6

(listing goes on)
The line under a structure holds: KLF5 inh, Dyrk1A ADPGlo, HSF-1 act, IEC-6 tox, HSP90 refold inh, GSK3A inh, GSK3beta inhib, aSyn 5UTR inh, Platelet DG rel, HSF1 inh
21	CCOc1cc(NC(=O)c2ccco2)c(OCC)cc1NC(=O)CCC(=O)NCc1cccnc1
    -11, -6, ., -1, 3, -2, ., ., ., .
22	CCCCNC(=O)CN(C1CCCCC1)S(C)(=O)=O
    11, -2, ., -3, 1, ., 2, -22, -5, .
23	CN(c1ncc(C(F)(F)F)cc1Cl)N1C(=O)c2cccc(N)c2C1=O
    -9, -6, 9, 7, 4, -2, 1, 19, 7, 2
24	O=C(NCc1ccccc1)C1CCN(S(=O)(=O)c2cccc3cccnc23)CC1
    -15, 2, ., -8, -1, ., ., ., ., .
25	CC(NC(=O)Cn1c(NCCO)nc2ccccc21)c1ccccc1 (stereo not drawn)
    -37, 5, -7, -4, -2, -2, -24, -13, 0, -4
26	COc1ccc(/C=C/C(=O)c2ccc(C)c([N+](=O)[O-])c2)cc1O
    -19, -7, 67*, 4, -3, 0, 4, 22, -8, 22
27	O=C1OCCC1Sc1ncnc2sccc12 (stereo not drawn)
    -17, 3, -15, -6, -2, -2, 0, 24, -11, -10
28	CN(N=Nc1cccc([N+](=O)[O-])c1)c1cccc([N+](=O)[O-])c1
    -28, -5, 42, -4, -1, ., 0, -82, -3, 28
29	COc1ccc(C2(C(=O)O)CCCC2)cc1
    -10, 0, -1, 1, 4, -4, 6, -30, -2, -5
30	O=C(O)C1C2C=CC(C2)C1C(=O)N1CCc2ccccc21 (stereo not drawn)
    -34, -4, 11, -8, 0, -1, -1, -12, 1, -1
31	O=C(c1cccc2c1-c1ccccc1C2)N1CCCCC1
    -6, 5, 9, 0, 4, -3, 0, 11, -39, -2
32	O=C(CNC(=O)C1COc2ccccc2O1)N/N=C/c1ccc([N+](=O)[O-])cc1 (stereo not drawn)
    -11, -8, -6, -2, -1, -5, 0, -6, 9, -4
33	O=C(CCC1CCCN(C(=O)CCCc2ccccc2)C1)N1CCN(c2ccccn2)CC1 (stereo not drawn)
    -14, 12, 4, 4, -5, 0, 2, -34, 3, 4
34	CCCc1nnc(NC(=O)CCC(=O)O)s1
    -27, 1, 2, -5, -2, -1, 3, -6, 3, 1
35	CCCCCCOc1ccc(C(CC(=O)O)C(N)=O)cc1 (stereo not drawn)
    16, 3, 1, -6, -3, -2, 2, 17, -1, 5
36	O=C(c1cncc(Br)c1)N1CCN(S(=O)(=O)c2ccccc2)CC1
    -9, 4, -19, -1, 3, 1, -6, 7, 2, 1
37	CCOC(=O)C1C(C)=C(Nc2ccc(OC)cc2)C(=O)N1c1ccc(OC)cc1 (stereo not drawn)
    -11, -5, -12, 4, -5, -3, 3, -1, 9, -2
38	C=CCn1c(N)cc(=O)nc1SCC(=O)Nc1ccc(C(=O)OCC)cc1
    -26, -4, 19, 3, 0, -1, 3, 6, -7, 0
39	CCOC(=O)/C=C/C(=O)Nc1ccccc1C(=O)NC1CCCCC1
    0, 3, 22, 1, 2, -3, 0, 5, 4, 17
40	Cc1cc2ccccn2c1C(=O)c1cccc(S(=O)(=O)N2CCOCC2)c1
    -30, -2, -12, -2, -3, -2, -3, -13, -6, -4
41	CCc1cc2cccc(C)c2nc1SCC(=O)c1ccc(NC(C)=O)cc1
    -15, 2, 1, 2, 2, -4, 1, -7, 8, 3
42	Cc1ccc(C(=O)NCCNC(=O)c2ccco2)cc1C
    -15, 9, 4, 2, -1, 0, -1, -11, -2, -3
43	O=C(CCn1nc(-c2ccccc2)ccc1=O)N1CCOCC1
    -15, -2, -12, 1, -5, 3, 5, -6, 8, 0
44	COc1ccc2[nH]c(=O)c(CN(C(=O)c3cccnc3)c3ccccc3)cc2c1
    -27, -2, 9, -2, 4, -2, 2, -20, 2, 7
45	COc1ccc(CNC(=O)c2cc3c(=O)n4ccccc4nc3n(CC3CCCO3)c2=N)cc1 (stereo not drawn)
    ., 1, 26, ., ., -1, 0, -4, -2, 9
46	CC(=O)Nc1ccc(S(=O)(=O)NCC2CCC(C(=O)NC(C)c3ccc4c(c3)OCCO4)CC2)cc1 (stereo not drawn)
    -18, ., -1, -5, -2, 0, 2, 5, 6, -2
47	COc1c(F)c(F)cc2c(=O)c(C(=O)O)cn(C3CC3)c12
    -21, 6, -7, 2, -2, -2, -3, 3, -5, -1
48	Cc1cc(C(=O)CSc2nnc(-c3ccc4c(c3)OCO4)o2)c(C)n1-c1ccc(F)cc1
    -1, -7, 16, -4, 3, -1, 2, -2, -2, -4
49	CC(C)C(CCNCc1ccccn1)c1ccc(Cl)cc1 (stereo not drawn)
    11, 0, 5, -3, 1, -3, -4, 4, 1, -5
50	CCc1c(C)nc2cc(-c3ccccc3)[nH]n2c1=O
    -185, -6, 29, 12, -4, 3, -1, -110, 0, 25
51	CNc1cc(CSc2ccc(Cl)cc2)nc(C)n1
    -108, 1, 71*, -11, -6, -1, 1, -118, 4, 38
52	COc1ccc(C2C(C(=O)N3CCCC3)c3cc(OC)c(OC)cc3C(=O)N2C)cc1 (stereo not drawn)
    -18, 1, 43, -6, 3, -2, 4, 11, 1, 10
53	Cc1ccc(-n2[nH]c(C)c(C=Nc3ccc4[nH]c(=O)[nH]c4c3)c2=O)cc1C
    -34, 1, -8, 13, 1, -2, -1, 7, 2, -14
54	O=[N+]([O-])c1ccc(-c2nc(-c3cccs3)c(-c3cccs3)[nH]2)cc1
    -33, 1, -4, -5, -1, 2, 3, 17, 1, -11
55	CCN(C(=O)CSc1nnnn1-c1cc(C)ccc1OC)C1CCS(=O)(=O)C1 (stereo not drawn)
    2, 0, -11, 3, -4, -2, 0, 22, 35, -2
56	Cc1cccn2c(=O)nc(SCC(=O)Nc3ccc4c(c3)OCO4)nc12
    ., 0, -4, ., ., -3, 2, -4, 8, -4
57	CCCC1C(=O)Nc2ccccc2N1C(=O)c1cccc(C)c1 (stereo not drawn)
    8, 4, 35, 1, 6, -1, 4, 11, -4, 8
58	Cc1cccc(N2C(=O)CN=C2Nc2nc(C)cc(C)n2)c1
    -12, 24, 33, 3, 2, 2, 0, -7, 7, 1
